# Source: PubChem
# TCR CD3 inh – human TCR-CD3 binding inhibition. AID 651800. 360,000 compounds, 0.37% hits. inhibition, % at 9.4 µM. TAMRA-labeled TCR probe fluorescence, biochemical; in the data active means inhibition above about 19%;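 further: recombinant mutant TCR 2C K166C tagged with TAMRA read by polarization; 0% = receptor in buffer alone and 100% = receptor with positive control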
# PRMT1 inh – PRMT1 (human) inhibition, primary screen; Q99873; recombinant PRMT1, activity-based probe fluorescence polarization; inhibition, % at 2.79 µM; 370,000 compounds, 1.3% hits;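 active means inhibition above about 21% made by adding two undisclosed values, limit read from the data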
# NR1D1 modulator – modulators of human Rev-erb alpha DNA binding; 370,000 compounds, 0.79% hits; activity, % at 10 µM; Rev-erbα–FITC-DNA binding, fluorescence polarization, 90 min;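 active means activity above about 14%, limit read from the data; passing the limit was not always enough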;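 further: 0% = DMSO wells with 35 nM protein and 100% = DMSO wells with 750 nM protein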
# Target sequence (P20393 whole entry, looked up): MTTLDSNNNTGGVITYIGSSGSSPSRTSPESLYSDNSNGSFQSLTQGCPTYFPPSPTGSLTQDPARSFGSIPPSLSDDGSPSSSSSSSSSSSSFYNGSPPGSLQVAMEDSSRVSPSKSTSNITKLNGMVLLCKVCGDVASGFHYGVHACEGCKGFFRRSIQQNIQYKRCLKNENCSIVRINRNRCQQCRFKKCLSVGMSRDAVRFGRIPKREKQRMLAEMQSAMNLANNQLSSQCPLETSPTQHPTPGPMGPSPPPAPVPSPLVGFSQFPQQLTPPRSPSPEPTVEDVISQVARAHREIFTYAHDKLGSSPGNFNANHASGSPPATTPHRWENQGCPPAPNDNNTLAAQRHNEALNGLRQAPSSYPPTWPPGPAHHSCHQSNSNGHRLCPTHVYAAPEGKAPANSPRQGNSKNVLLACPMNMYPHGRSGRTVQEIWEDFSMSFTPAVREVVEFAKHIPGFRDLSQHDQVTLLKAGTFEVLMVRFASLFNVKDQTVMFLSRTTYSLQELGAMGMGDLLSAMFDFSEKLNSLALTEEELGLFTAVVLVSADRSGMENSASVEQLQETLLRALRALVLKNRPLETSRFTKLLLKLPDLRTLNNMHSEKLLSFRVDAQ
# HTRA1 inhibitor – HTRA1 (human) protease inhibition. Q92743. recombinant HTRA1, FP-rhodamine activity-based probe, fluorescence polarization. inhibition, % at 5.96 µM. 340,000 compounds, 0.5% hits. AID 504803; in the data active means inhibition above about 36%;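 further: 0% = enzyme with DMSO and 100% = wells lacking enzyme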
# MBD2 DNA inh – inhibitors of human MBD2 binding to methylated oligonucleotide; TR-FRET; 370,000 compounds, 0.31% hits; inhibition, % at 4.4 µM; Q9UBB5; AID 686964; in the data active means inhibition above about 13%
# ABHD4 inh – inhibits mouse alpha/beta hydrolase domain 4; inhibition, % at 8.92 µM; 370,000 compounds, 0.54% hits; Q8VD66; purified mABHD4, FP-Rh probe fluorescence polarization;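 active means inhibition exceeding the mean over every tested compound plus 3 SD, cut at about 30% in these data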;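 further: 0% = plate median of compound wells and 100% = S159A mutant with DMSO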
# Target sequence (Q8VD66 whole entry, looked up, the tested form may be a part): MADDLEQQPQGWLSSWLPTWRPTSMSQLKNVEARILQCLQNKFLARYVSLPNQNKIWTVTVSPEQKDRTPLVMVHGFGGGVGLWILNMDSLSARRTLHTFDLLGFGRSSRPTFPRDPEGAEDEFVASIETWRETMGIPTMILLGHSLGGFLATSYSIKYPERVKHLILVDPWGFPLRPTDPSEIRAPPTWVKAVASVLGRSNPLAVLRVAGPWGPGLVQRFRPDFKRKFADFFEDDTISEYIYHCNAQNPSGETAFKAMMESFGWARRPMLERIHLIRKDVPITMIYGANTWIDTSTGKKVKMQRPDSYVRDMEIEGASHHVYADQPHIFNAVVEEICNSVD
#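 Assay system: mABHD4 protein; medium: HEPES pH 7.0, NaCl, Pluronic buffer; dosing: 8.92 µM, single dose; schedule: 45 min + 60 min at 25 °C; signal: FP readout, ex 525 nm / em 598 nm; read-out: normalized percent inhibition of probe labeling; repeats: single replicate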
# rCAG RNA binder – binds r(CAG) RNA repeats; 370,000 compounds, 1.3% hits; inhibition, % at 3 µM; r(CAG) RNA repeat, TO-PRO-1 dye displacement fluorescence;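 active means inhibition above the plate cutoff, the mean of all test compounds on that plate plus 3 SD, cut at about 35% in these data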;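 further: 0% = DMSO alone and 100% = 100 µM mitoxantrone as full dye displacement; higher means more dye released from RNA so lower well fluorescence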
# LEDGF integ inh – blocks HIV-1 LEDGF/p75-dependent DNA integration. inhibition, % at 3.7 µM. 370,000 compounds, 0.64% hits. TR-FRET IN-LEDGF/p75 DNA integration, Eu/Cy5;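 active means inhibition above the screen-wide mean plus 3 SD, cut at about 13% in these data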;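 further: signal is the Cy5 over europium emission ratio at 671 and 618 nm; 0% = plate median of compound wells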
# PG9 binder – PG9 antibody binding by small molecule | TR-FRET gp120-PG9 antibody binding | inhibition, % at 6.7 µM | 360,000 compounds, 0.43% hits | AID 624416; in the data active means inhibition above about 8.5%
# UHRF1 binding – human UHRF1 methylated DNA binding inhibitors | Q96T88 | UHRF1 binding to methylated oligo, TR-FRET | inhibition, % at 4.4 µM | 370,000 compounds, 0.75% hits | AID 687016; in the data active means inhibition above about 21%;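 further: UHRF1 SRA domain binding a hemimethylated CpG hairpin DNA probe; 0% = median of test compound wells and 100% = reference inhibitor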
# * hit, by the source's call; nt = no result given.
# The first 5 entries (preview)
SMILES,TCR CD3 inh,PRMT1 inh,NR1D1 modulator,HTRA1 inhibitor,MBD2 DNA inh,ABHD4 inh,rCAG RNA binder,LEDGF integ inh,PG9 binder,UHRF1 binding
O=C(Nc1cc(Cl)ccc1-n1cncn1)C1CC1,-1,4,3,7,-1,-1,-1,-4,-0.1,2
O=C(O)C(Oc1ccc2c(c1)oc(=O)c1ccccc12)c1ccccc1 (stereo not drawn),-4,4,-5,-9,5,-5,23,-4,0.1,0
Cc1ccc(NC(=O)CN(C)C(=O)c2ccccn2)cc1,0,-3,-4,-3,-2,5,-1,3,-1.0,-1
CC(C)c1ccc(C2/C(=C(/O)c3ccc(F)cc3)C(=O)C(=O)N2CCCN2CCOCC2)cc1 (stereo not drawn),3,0,-2,6,2,-2,14,1,0.8,-3
CC(=O)Nc1ccc(C(=O)N2CCCC(c3cc(C(=O)Nc4ccccc4Cl)no3)C2)cc1 (stereo not drawn),-1,0,1,nt,-1,-3,2,-1,0.4,-4

# The list itself, from the first entry:
SMILES,TCR CD3 inh,PRMT1 inh,NR1D1 modulator,HTRA1 inhibitor,MBD2 DNA inh,ABHD4 inh,rCAG RNA binder,LEDGF integ inh,PG9 binder,UHRF1 binding
O=C(Nc1cc(Cl)ccc1-n1cncn1)C1CC1,-1,4,3,7,-1,-1,-1,-4,-0.1,2
O=C(O)C(Oc1ccc2c(c1)oc(=O)c1ccccc12)c1ccccc1 (stereo not drawn),-4,4,-5,-9,5,-5,23,-4,0.1,0
Cc1ccc(NC(=O)CN(C)C(=O)c2ccccn2)cc1,0,-3,-4,-3,-2,5,-1,3,-1.0,-1
CC(C)c1ccc(C2/C(=C(/O)c3ccc(F)cc3)C(=O)C(=O)N2CCCN2CCOCC2)cc1 (stereo not drawn),3,0,-2,6,2,-2,14,1,0.8,-3
CC(=O)Nc1ccc(C(=O)N2CCCC(c3cc(C(=O)Nc4ccccc4Cl)no3)C2)cc1 (stereo not drawn),-1,0,1,nt,-1,-3,2,-1,0.4,-4
COc1ccc2[nH]c(=O)cc(C(=O)O)c2c1,4,-1,-3,3,4,7,8,6,-1.3,12
O=C(Nc1cc([N+](=O)[O-])ccc1Cl)C1CC1,5,-2,-1,-5,-2,8,2,1,-1.2,0
CC(NCC1(N2CCOCC2)CCCCC1)C(=O)Nc1ccc(Cl)cc1Cl (stereo not drawn),-8,0,1,-4,-2,8,-3,-1,0.8,4
Cc1nc(NCCc2ccc(O)cc2)c2nnn(Cc3ccccc3)c2n1,-17,3,9,-10,7,-27,1,0,0.3,2
CCN(c1ccccc1)S(=O)(=O)c1ccc(F)cc1,4,-1,2,-4,-4,-1,-2,5,-3.8,1
CN(C(=O)c1cccc(NC(=O)Cc2ccc(NC(=O)C3CCN(C(=O)C4CCC4)CC3)cc2)c1)C1CCCC1,-1,-3,1,1,1,-1,2,-4,-0.1,-4
O=C(Nc1nnc([C@@H]2O[C@H](CO)[C@@H](O)[C@H]2O)s1)Nc1ccccc1C(F)(F)F,-3,6,3,nt,9,3,1,0,1.1,0
COc1cc(/C=N/NC(=O)CSc2ccccn2)ccc1O,-1,-1,-3,10,-2,-1,2,0,-1.7,0
CC(C)CCNC(=O)Nc1ccc2c(c1)N(C)C(=O)CS2,0,0,-3,-1,-4,5,6,1,-0.5,-4
Cn1nc(C(=O)Nc2nnc(C3CC3)s2)c2ccccc2c1=O,2,-4,1,9,-7,0,0,5,-0.1,-5
CSc1ccccc1NC(=O)c1cc(C2CC2)on1,1,11,-5,-7,2,7,3,-5,-0.6,3
CN(C)c1ccc(C(=O)Nc2ccc(O)c3c(=O)cc(-c4ccccc4Cl)oc23)cc1,-2,-1,1,-3,2,7,11,1,0.2,0
COc1ccc(S(=O)(=O)Nc2ccccc2C(=O)OC2CCCN(C)C2)cc1OC (stereo not drawn),4,-2,0,-2,-1,1,-6,-2,-0.4,0
Cc1ccc(N)cc1-n1c(C)ccc1C,-4,3,6,33,-3,9,6,-2,-2.0,-4
O=C(COc1cc2oc(=O)c3c(c2cc1Cl)CCC3)NCCCN1CCOCC1,3,-2,-4,0,5,4,-4,0,-1.7,1
CC1CCCCN1CCn1c(=S)[nH]c2cc3c(cc2c1=O)OCO3 (stereo not drawn),-5,1,2,-4,5,2,-2,-9,-0.8,1
COc1cc(NS(=O)(=O)c2ccc3c(c2)NC(=O)CO3)cc(OC)c1,-4,5,1,-2,8,11,7,0,0.2,4
Cc1c(C(=O)Nc2ccc(OC(F)(F)F)cc2)sc2nc3n(c(=O)c12)CCC3,0,4,-3,-9,0,-11,3,0,0.1,2
COc1ccc(-c2cnc3c(NC=O)cc(-c4ccc(F)cc4)cn23)cc1OC,-3,0,3,nt,-2,4,7,3,1.2,0
CSc1ccccc1NC(=O)CN(Cc1ccc(Cl)cc1)S(C)(=O)=O,-6,-1,2,-6,-3,-4,-4,-1,0.3,2
COc1ccc(N2CCN(C(C)=C3C(=O)c4ccccc4C3=O)CC2)cc1,1,3,2,-2,0,-4,4,5,-1.4,-1
Cc1c(NC(=O)COc2ccc3ccc(=O)oc3c2)c(=O)n(-c2ccccc2)n1C,7,-2,0,-3,2,-4,-4,3,1.4,-5
C=CCn1c(CCNC(=O)c2ccccc2F)nnc1SCC(=O)Nc1nc2ccccc2s1,-3,-4,2,-1,2,1,-2,0,-1.8,-2
CS(=O)(=O)N(Cc1ccccc1)c1ccc(C(=O)Nc2ccc(C(N)=O)cc2)cc1,6,-9,-12,9,-2,2,3,3,-2.0,1
CCOc1cc2c(cc1OCC)C(c1ccc(F)cc1)NCC2 (stereo not drawn),1,0,-1,-4,0,-3,-4,-3,-0.6,1
CC(C)c1ccc(N(C(=O)CNC(=O)c2ccco2)C(C(=O)NC2CCCC2)c2cccnc2)cc1 (stereo not drawn),0,1,1,-4,0,4,-9,-2,1.3,-2
Cc1nc(C)n(CC(=O)N2CCCC(C(=O)c3ccc(Cl)cc3C)C2)n1 (stereo not drawn),5,-2,-7,-4,-5,-2,-5,4,-4.0,0
CCCCOc1ccc(/C=C/C(=O)OCC(=O)c2c(N)n(C)c(=O)n(C)c2=O)cc1OCC,4,0,4,-7,1,-1,1,3,-0.9,1
O=S(=O)(Cc1ccccc1)N1CCC(N2CCN(c3ccccc3)CC2)CC1,-1,9,-5,-13,7,-6,2,2,-0.2,5
CC1(c2ccccc2)NC(=O)N(N)C1=O (stereo not drawn),-1,-1,0,3,-6,2,-2,3,0.1,0
O=C(COC(=O)c1ccccc1SCC(=O)N1CCCC1)NCc1ccccc1,3,5,2,-4,2,-1,-2,1,-1.3,0
O=C(Nc1ccc(Cc2nc3ccccc3s2)cc1)c1ccncc1,-2,-2,-2,-27,-2,-2,-2,3,2.4,-2
COc1ccc(NC(=O)CSc2nnc(-c3cccnc3)s2)cc1,5,0,-3,9,-2,2,-3,-4,-2.8,-1
Cc1ccc(-c2cc(C(=O)Nc3sc4c(c3C(=O)NCc3ccco3)CCC4)[nH]n2)c(O)c1,4,2,10,-13,1,-12,9,-1,-2.6,1
COc1ccc(S(=O)(=O)NCC2CCCN(C(=O)c3ccccc3)C2)cc1 (stereo not drawn),1,-5,2,1,-2,-3,-2,4,-1.4,-1
O=C(NCc1ccco1)C1CCN(C(=O)c2cc3sccc3n2Cc2ccc(F)cc2)CC1,-4,-2,2,-19,-2,-13,-4,2,-0.5,-4
O=C(CN1CCOCCOCCOCC1)Nc1ccccc1,-2,-5,-1,7,3,1,-2,-2,0.2,-3
CCN(Cc1ccccc1)C(=O)C1CCN(C(=O)Nc2ccccc2)CC1,-3,-2,-6,8,2,3,-6,2,-0.9,0
N#Cc1ccccc1OCC(=O)Nc1ccc2c(c1)OCCO2,1,-2,-4,0,1,-2,4,2,0.6,-1
Cc1cccc(OCC(=O)Nc2ccc3c(c2)nc(CN2CCCCC2)n3C)c1,-4,0,-1,0,-5,-3,-4,1,-1.6,6
Cc1ccc2nc(N3CCN(Cc4nnnn4C4CCCC4)CC3)c(C#N)cc2c1,6,6,-5,9,1,0,3,-5,1.8,8
CC1(Oc2cnc(Cl)c3ccccc23)CCN(Cc2ccc(-c3ccccn3)cc2)C1 (stereo not drawn),-2,-3,-6,nt,-4,1,3,0,-1.0,-4
COc1ccc(C(=O)Nc2nc(C)cc(C)n2)cc1[N+](=O)[O-],6,-2,-3,1,-3,8,1,-3,-1.2,0
O=C(NCc1ccc(S(=O)(=O)NC2CCCCC2)s1)c1ccccc1,-2,5,-1,-5,-4,-14,-1,1,2.7,2
COc1ccc(Cn2nnnc2C(c2ccc(N(C)C)cc2)N2CCC(C)CC2)cc1 (stereo not drawn),2,-1,-3,-3,-1,1,-2,-3,-1.5,-1
O=C1CN(C(=O)c2ccccc2Cl)c2ccccc2N1,8,9,1,-1,8,-7,2,-8,-1.0,0
CC(=O)NNS(=O)(=O)c1ccccc1[N+](=O)[O-],1,-1,3,0,3,-3,1,1,0.1,-3
Cc1cccc(C(=O)NC(C)C2CC3CCC2C3)c1 (stereo not drawn),2,-1,-1,nt,2,-6,-5,2,-0.9,5
O=C1CN(CCN2CC(=O)N(Cc3ccccc3)C(=O)C2)CC(=O)N1Cc1ccccc1,0,-9,-7,1,6,-4,0,1,-2.8,-3
CCC(=O)Oc1cccc(C(=O)Nc2cccc(NC(=O)c3ccco3)c2)c1,5,1,0,-14,-7,-2,2,3,-1.5,-1
CCCNC(=O)C(=O)NCCC1=CCCCC1,-6,-2,-4,-5,-2,1,1,-2,-0.3,2
CN(C)c1ccc(-c2ccccc2)nn1,9,-1,-1,8,-5,-1,-2,-2,0.7,-1
COc1nccnc1NS(=O)(=O)c1ccc(N=Cc2c(C)[nH]n(-c3ccccc3)c2=O)cc1,-4,5,5,-3,0,0,10,-5,-1.6,-5
O=C(CN1C(=O)CSc2ccccc21)NCCC1=CCCCC1,3,2,-2,1,-4,-1,-8,-5,0.5,-1
COc1cc(CNCCCN2CCOCC2)c(Br)cc1OC(C)C,5,1,3,-7,-1,-6,-4,-1,0.2,2
# Next part:
SMILES,TCR CD3 inh,PRMT1 inh,NR1D1 modulator,HTRA1 inhibitor,MBD2 DNA inh,ABHD4 inh,rCAG RNA binder,LEDGF integ inh,PG9 binder,UHRF1 binding
O=C(NCc1ccco1)c1ccc2nccnc2c1,-5,0,-2,-3,2,-1,-1,-1,0.4,-1
CSc1ncccc1C(=O)Nc1cc(C)ccn1,0,1,5,-5,1,0,-3,-2,-2.2,1
Nc1nc2c(ncn2[C@@H]2O[C@H](CNCc3ccc(OCCCN4CCOCC4)cc3)[C@@H](O)[C@H]2O)c(=O)[nH]1,-5,4,2,nt,-5,2,1,2,-0.4,-1
Cc1cc(/C=N/NC(N)=O)c(C)n1C1CCCCC1,-6,7,-1,13,-7,4,4,0,-1.7,-5
OC[C@H]1O[C@@H](n2cnc3c(NC4CCCC4)nc(Cl)nc32)[C@H](O)[C@@H]1O,-2,2,1,0,3,0,1,-2,-0.8,1
O=C(C1=C(O)C(=O)N(CCCn2ccnc2)C1c1ccc(F)cc1)c1ccco1 (stereo not drawn),-3,-1,0,3,-2,6,-2,4,1.7,3
COc1cc(NC(=S)NCCCN2CCOCC2)cc(OC)c1OC,8,-2,-1,6,-2,8,-1,1,-1.5,0
Cc1ccc2cc(C#N)c(N3CCCN(S(=O)(=O)c4ccc(F)cc4)CC3)nc2c1,-2,-1,0,-8,-4,1,3,1,-0.9,-2
COc1cc(NC(=O)CCc2nnc3ccc(N4CCN(c5cccc(OC)c5)CC4)nn23)cc(OC)c1,-1,-2,29*,3,5,6,0,-2,0.3,1
CCOc1ccc(OCc2cccc(C(=O)N/N=C/c3cccnc3)c2)cc1,-2,3,8,-20,-1,-8,0,-1,0.2,-1

# An excerpt. The share of hits here may be higher or lower than overall.
